BLM helicase inh: qHTS Assay for Inhibitors of Bloom's syndrome helicase (BLM) | recombinant BLM DNA unwinding, fluorescence dequenching | Potency, µM (top dose mostly 56.1 µM), for the others: top-dose activity change, negative = inhibition, usual class: inhibitors | hit rate 0.2% among 350,000;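 also: plate controls were vehicle for no effect and no enzyme for full effect; nearly all actives have a fitted effect of over 35% in size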
G9a block: qHTS Assay for Inhibitors of Histone Lysine Methyltransferase G9a; AID 504332, 2011; hit rate 8.8% among 350,000; Histone-lysine N-methyltransferase EHMT2 (Homo sapiens), Q96KQ7; Potency, µM (highest dose often 102 µM), for the others: top-dose activity, negative = inhibition, hits mostly inhibitors; G9a H3K9 monomethylation, AlphaScreen, 2 h; also: % is scaled to controls: 0 for no effect and ±100 for the full control effect; nearly all actives have a fitted effect of over 75% in size
Target sequence (Q96KQ7 913-1193 limits assumed): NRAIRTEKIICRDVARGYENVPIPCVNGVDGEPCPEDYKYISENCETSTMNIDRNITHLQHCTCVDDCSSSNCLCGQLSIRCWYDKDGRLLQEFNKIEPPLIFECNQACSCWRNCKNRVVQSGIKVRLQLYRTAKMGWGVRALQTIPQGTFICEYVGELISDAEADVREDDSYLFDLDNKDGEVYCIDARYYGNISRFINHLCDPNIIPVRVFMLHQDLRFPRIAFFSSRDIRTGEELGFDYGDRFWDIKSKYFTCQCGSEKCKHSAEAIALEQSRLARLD
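Readings reflect AlphaScreen signal from monomethyl-H3K9 antibody detection. HMT at 20 nM; substrate b-H3K9 500 nM; cofactor SAM 20 uM; 2 h RT reaction; compounds tested as titrations in qHTS with 15 min preincubation.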
BAZ2B block: qHTS Assay for Inhibitors of BAZ2B | AlphaScreen BAZ2B-H3K14Ac peptide displacement | Potency, µM (titrated, usually from 114 µM), inactives show top-dose activity change, negative = inhibition, hits mostly inhibitors | hit rate 4.4% among 360,000 | Bromodomain adjacent to zinc finger domain protein 2B (Homo sapiens), Q9UIF8; also: % is scaled to controls: 0 for no effect and ±100 for the full control effect; nearly all actives have a fitted effect of over 60% in size
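BAZ2B (50 nM) with biotin-H3(5-23)K14Ac peptide (50 nM) in PBS pH 7.4, 0.01% Tween-20, preformed 30 min, then compound 30 min at room temperature; top concentration 110uM. AlphaScreen streptavidin donor/nickel chelate acceptor beads (10 ug/mL final), 20 min dark, signal read.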
JMJD2A Tudor: qHTS Assay for Inhibitors of JMJD2A-Tudor Domain. Lysine-specific demethylase 4A (Homo sapiens), O75164. AlphaScreen JMJD2A-Tudor / H3K4me3 peptide binding. Potency, µM (series often up to 114 µM), for inactives: at the top dose activity change, negative = inhibition, hits mostly inhibitors. hit rate 4.4% among 390,000; also: % is scaled to controls: 0 for no effect and ±100 for the full control effect; nearly all actives have a fitted effect of over 50% in size
HP1b binding inh: HTS for Inhibitors of HP1-beta Chromodomain Interactions with Methylated Histone Tails | Chromobox protein homolog 1 (Homo sapiens), P83916 | AlphaScreen HP1-beta / biotin-H3K9me3 peptide binding | Potency, µM (top dose mostly 114 µM), for inactives: at the highest dose activity change, negative = inhibition, most hits filed as inhibitors | hit rate 0.56% among 390,000 | AID 540317, 2011; also: nearly all actives have a fitted effect of over 70% in size; inactives centre near 23
Target sequence (P83916 whole entry, looked up): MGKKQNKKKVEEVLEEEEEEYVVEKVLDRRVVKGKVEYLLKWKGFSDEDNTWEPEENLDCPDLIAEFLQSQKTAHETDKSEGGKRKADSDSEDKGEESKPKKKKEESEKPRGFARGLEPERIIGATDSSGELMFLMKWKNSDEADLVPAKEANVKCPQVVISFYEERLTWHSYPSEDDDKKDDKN
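AlphaScreen: HP1-beta (50 nM) preformed 30 min with biotin-H3(1-18)K9me3 peptide (50 nM) in PBS pH 7.4, 0.01% Tween-20. Compound added for 30 min at RT, then streptavidin donor/nickel chelate acceptor beads (10 ug/mL) for 30 min.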
GLS inh: qHTS for Inhibitors of Glutaminase (GLS) | Potency, µM (series often up to 45.5 µM), without a hit: at the highest dose activity change, negative = inhibition, actives largely listed as inhibitors | AID 624170, 2012 | hit rate 0.21% among 410,000 | GLS enzymatic activity, qHTS titration | Glutaminase kidney isoform, mitochondrial (Homo sapiens), O94925; also: % is scaled to controls: 0 for no effect and ±100 for the full control effect
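Read-out is an Amplex red fluorescence increase coupled through glutamate oxidase and HRP, measured before and after 30 min room-temperature incubation. hKGA is in 45 mM KH2PO4 (pH 8.2) with 0.02% Tween-20; glutamine added as 1mM solution.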
POLI inh: qHTS for Inhibitors of Polymerase Iota | DNA polymerase iota (Homo sapiens), Q9UNA4 | Pol iota fluorescent replication assay, 10 min | Potency, µM (top dose mostly 115 µM), for the others: at the top dose activity, negative = inhibition, hits mostly inhibitors | hit rate 1% among 390,000 | AID 588590, 2011
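Pol iota at 10 nM preincubated 15 min with compounds at room temperature; reaction started with fluorescent substrate, 50 nM final. Fluorescence read kinetically at 0 and 10 min; buffer-only wells as negative control.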
PGK inhibitor: qHTS Assay to Find Inhibitors of Phosphoglycerate Kinase | Phosphoglycerate kinase, glycosomal (Trypanosoma brucei brucei), P07378 | Potency, µM (doses to about 57.5 µM), without a hit: top-dose activity change, negative = inhibition, hits mostly inhibitors | hit rate 0.043% among 380,000 | PGK/GAPDH coupled, Kinase-Glo luminescence, 60 min; also: % is scaled to controls: 0 for no effect and ±100 for the full control effect; nearly all actives have a fitted effect of over 60% in size
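Recombinant glycosomal PGK reaction used 1,3-bisphosphoglycerate generated in-well by GAPDH (100nM final) in 100mM TEA pH 7.6, 5mM MgCl2, 0.01% Tween-20. After 60 minutes at room temperature, ATP was read by Kinase-Glo Plus luminescence end-point.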
Pin1 inhibitor: qHTS Assay to Find Inhibitors of Pin1 | Pin1 FP peptide displacement, HiFluor488, 10 min | Potency, µM (titrated, usually from 115 µM), without a hit: at the top dose activity, negative = inhibition, hits mostly inhibitors | hit rate 0.009% among 390,000; active = well fitted inhibition curve with a large enough effect in the polarisation, with a control signal flat, not every such curve was filed as active; inconclusive = small, poorly fitted or top-dose-only effect, or effect the other way, or a change in a side signal; inactive = no such curve, though single readings can be large or run the other way; the % refers to the polarisation; also: % is scaled to controls: 0 for no effect and ±100 for the full control effect
Target sequence (Q13526 whole entry, looked up): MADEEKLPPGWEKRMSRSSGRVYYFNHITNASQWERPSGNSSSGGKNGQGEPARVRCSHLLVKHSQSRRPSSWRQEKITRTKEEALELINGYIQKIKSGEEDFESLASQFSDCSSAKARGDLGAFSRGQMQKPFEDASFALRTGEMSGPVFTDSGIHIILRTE
Active calls of the source: *; i = inactive; ? = inconclusive; / = no result given; [ ] = dose if it differs, or a comment. Unless noted, calls follow the shape of the dose curve; as a rule, active = well fitted curve in the direction sought with a large enough effect; inconclusive = small, poorly fitted or top-dose-only effect, or another doubt; inactive = no such curve, though single readings can be large; an effect the other way counts as inactive or inconclusive. Potency is read from the fitted curve at half-maximal effect. Only part of the results is shown. The share of hits here may be higher or lower than overall.

nr	SMILES	HP1b binding inh	JMJD2A Tudor	G9a block	Pin1 inhibitor	BLM helicase inh	GLS inh	BAZ2B block	POLI inh	PGK inhibitor
1	CCN1CCCC1CNC(=O)CSc1cc(=O)n(C)c2cc(Cl)ccc12 (configuration not stated)	18%	-13%	-9%	0%	39%[activator]	30%	3%	10%	0%
2	O=C(N[C@@H](Cc1ccccc1)C(=O)OCc1ccccc1)c1nc[nH]c1C(=O)N[C@@H](Cc1ccccc1)C(=O)OCc1ccccc1	38%	-27%	3%	-3%	-12%	2%	-25%	31%[activator]	-2%
3	OCCOCCn1c(C(CO)Nc2nc(-c3ccccc3Br)cs2)nc2ccccc21 (configuration not stated)	31%	-29%	/	-7%	/	0%	/	10%	-4%
4	O=C(O)CCCCCN1C(=O)C(O)=C(C(=O)/C=C/c2ccccc2)C1c1ccc2c(c1)OCO2 (configuration not stated)	19%	22µM*	50µM*	-27%	-5%	3%	?	?	-5%
5	Cc1cc(C(=O)OCC(=O)c2cccs2)ccc1[N+](=O)[O-]	-2%	-34%	?	-5%	/	-18%	?	39%[activator]	-9%
6	CC(=O)c1ccc(Nc2nc(NCCO)nc(OC(C(F)(F)F)C(F)(F)F)n2)cc1	21%	-12%	14%[59 µM]	-8%	0%	2%	-2%	3%	-7%
7	Cc1nc(C)c(C(=O)OCC(=O)NCc2ccccc2)s1	51%[activator]	-1%	10%[12.7 µM]	-1%	/	-3%	-6%	-10%	-3%
8	COc1ccc(-c2noc(CCC(=O)NCc3cc(Br)ccc3OC)n2)cc1	31%	0%	-3%[59 µM]	-3%	3%	-4%	5%	7%	i
9	CCC(C)NC(=O)C1CCN(CCCc2ccccc2)CC1 (configuration not stated)	-28%	10µM*	14µM*	8%	-1%	-13%	50µM*	122%[activator]	-8%
10	CCc1ccc(S(=O)(=O)N(C(=O)c2ccncc2)c2ccc3oc(C)c(C(=O)OC)c3c2)cc1	8%	-29%	?	-4%	-20%	1%	?	?	-5%
11	CCN(CC)CCCNC(=O)C1CCC(CNS(=O)(=O)c2ccc(Cl)cc2)CC1 (configuration not stated)	24%	-14%	6%	-3%	1%	-1%	7%	17%	-5%
12	CC1(C)C(=O)OC(c2cccc([N+](=O)[O-])c2)C2(CCCCC2)C1=O (configuration not stated)	24%	-5%	5%	3%	1%	1%	-38%	21%	1%
13	CC1CC(=O)c2cnc(N3CCOCC3)nc2C1 (configuration not stated)	11%	-12%	12%	0%	-1%	0%	?	14%	-6%
14	COc1ccc(C(=O)N2CC(=O)N(CCc3ccccc3)C(=O)C2)cc1OC	9%	-13%	-3%[59 µM]	-3%	-2%	-7%	11%	-4%	-3%
15	O=C(N/N=C\C=C\c1ccc([N+](=O)[O-])o1)c1cccs1	?	?	?	?	-29%	-16%	?	5µM*	?
16	CC(=O)Nc1c2c(nn1-c1ccc(Cl)cc1)CSC2	43%[activator]	-10%	23%	-8%	1%	-1%	-13%[57.1 µM]	-1%	-7%
17	COc1cccc(C2NC(=O)NC(O)(C(F)(F)F)C2C(=O)c2cccnc2)c1OC (configuration not stated)	20%	-23%	50µM*	-8%	1%	-3%	18%	23%	i
18	COc1ccc(OC(C)C(=O)NCc2cccnc2)cc1 (configuration not stated)	39%[activator]	-19%	-1%[12.7 µM]	-1%	-8%	-9%	0%	19%	i
19	Cn1nc([N+](=O)[O-])nc1Oc1ccccc1F	2%	?	1%[12.7 µM]	-2%	-10%	3%	-12%	72%[activator]	-2%
20	O=C(O)c1cc(O)ccc1N=Nc1ccccc1	42%[activator]	14%	6%[12.7 µM]	-3%	-3%	23%	-9%	-4%	-6%
21	COc1cc(C2NC(=O)NC(C)=C2C(=O)OCc2ccccc2)ccc1O (configuration not stated)	19%	-8%	3%	11%	14µM*	22%	9%	4%	i
22	CCCCn1nc(NC(=O)COC)c2cc3ccc(C)cc3nc21	94%[activator]	49%[activator]	-2%	-3%	-7%	4%	19%	1%	/
23	O=C(NC1CCCCC1)C(c1ccccc1)N1CCCC1 (configuration not stated)	6%	-8%	-10%[59 µM]	2%	0%	7%	-5%	8%	-2%
24	Cc1cc(C)cc(NC(=O)CN2CCC(NC(=O)c3ccccc3F)CC2)c1	43%[activator]	-24%	12%	-7%	0%	-7%	-4%	-3%	-8%
25	Cc1ccccc1Nc1nc2nonc2nc1N1CCOCC1	21%	-10%	23%[59 µM]	-2%	4%	8%	5%	14%	-1%
26	CC(=O)Nc1c(C(=O)Nc2ccc3c(c2)OCO3)oc2ccccc12	18%	-19%	0%	1%	-3%	-7%	?	37%[activator]	-6%
27	COc1cccc(C(=O)N[C@@H](CCSC)c2nc3ccccc3[nH]2)c1	19%	-28%	-51%[59 µM]	-2%	3%	7%	-20%	19%	-2%
28	O=C(Nn1nnnc1Nc1ccccc1)C12CC3CC(CC(C3)C1)C2	10%	-10%	4%[59 µM]	2%	1%	12%	3%	11%	-11%
29	COc1ccc(Br)cc1CSC(=N)N	41%[activator]	-6%	-3%[0.501 µM]	-1%	1%	1%	6%	40%[activator]	11%
30	Cc1ccccc1-c1noc(-c2ccc(NCC3CCCO3)c([N+](=O)[O-])c2)n1 (configuration not stated)	14%	-8%	-29%[59 µM]	-12%	1%	-2%	-19%	1%	-10%
31	Cc1cc2oc(C(=O)Nc3ccc(S(=O)(=O)N(C)Cc4ccccc4)cc3)cc(=O)c2cc1C	18%	-8%	9%[59 µM]	10%	-4%	1%	4%	-2%	-4%
32	Cc1cc(C)cc(NC(=O)C2CCN(S(=O)(=O)c3c(C)n[nH]c3C)CC2)c1	27%	-7%	19%	1%	-5%	20%	-2%[57.1 µM]	10%	6%
33	Cc1noc(C)c1S(=O)(=O)N1CCC(C(=O)N2CCC(C)CC2)CC1	44%[activator]	-1%	-22%[12.7 µM]	0%	1%	1%	-10%	7%	-16%
34	COC(=O)c1ccc(NC(=O)c2c(-c3ccccc3)c(-c3ccccc3)nn(C)c2=O)cc1	3%	-20%	?	-4%	0%	5%	-19%	24%	-3%
35	Cc1cc(C)c(OCCN2CCOCC2)c(Cl)c1	?	28µM*	32µM*	0%	0%	10%	?	14%	5%
36	CCOC(=O)[C@@H]1[C@H]2COc3ccccc3[C@H]2N2C(=O)N(c3ccc(F)cc3)C(=O)[C@]12C	32%	4%	2%	5%	-4%	-8%	-3%	-8%	-2%
37	Cc1cccc(C)c1NC(=O)Cn1c(=O)n(CCCC(=O)NC2CCN(Cc3ccccc3)CC2)c(=O)c2ccccc21	-8%	-14%	11%	-8%	-8%	5%	0%	52%[activator]	-3%
38	COc1ccc(CSCC(=O)N/N=C/c2ccc(OCC(=O)NCc3ccco3)cc2)cc1	-3%	-2%	/	1%	-4%	12%	?	0%	i
39	O=c1ccc(S(=O)(=O)N2CCCC2)cn1Cc1ccc(F)cc1	25%	0%	3.5µM*	-11%	/	-4%	-2%	1%	i
40	COc1ccc(NC(=O)C2CCCN(C)C2)cc1OCC(C)C (configuration not stated)	59%[activator]	-18%[57.1 µM]	-15%[59 µM]	5%	1%	2%	-1%	21%	i
41	Cc1cccc(-c2nc(SCCCOc3ccc(Cl)c(C)c3)n3[nH]c(=O)cc3n2)c1	27%	-8%	20%[59 µM]	-1%	-6%	1%	-2%	-10%	1%
42	Clc1ncc(CN2CCN(Cc3ccccc3)CC2)s1	44%	-6%	-9%[59 µM]	0%	-2%	4%	5%	4%	3%
43	Cc1ccc(CNS(=O)(=O)c2ccc3oc(C(=O)O)c(C)c3c2)cc1	45%[activator]	-3%	?	-2%	-1%	3%	5%	-3%[58.9 µM]	-2%
44	CCOC(=O)c1ccc(Nc2nc(C)nc3c2nnn3Cc2ccccc2)cc1	22%	0%	14%	9%	-7%	-1%	7%	25%	i
45	Cc1ccccc1C(=O)Nc1nnc(-c2ccc(C(C)(C)C)cc2)s1	40%[activator]	-21%[57.1 µM]	26%[59 µM]	?	-1%	-2%	-2%	18%	-4%
46	CN=C1S/C(=C\c2cccc(Cl)c2Cl)C(=O)N1C	51%[activator]	-1%	/	-4%	/	-1%	/	21%	-8%
47	CCN(CC)C(=O)COc1ccc(S(=O)(=O)N2CCOCC2)cc1	11%	-11%	/	8%	0%	0%	3%	13%	-2%
48	CCOc1cc(CNCc2cccnc2)ccc1OCC(=O)NC(C)(C)C	28%	-21%	50µM*	39%[activator]	0%	-5%	?	?	i
49	Cn1c(C(=O)N2CCN(c3ccc(Cl)cc3)CC2)cc2c(=O)[nH]c3ccccc3c21	41%[activator]	-20%	-3%[59 µM]	36%[activator]	-3%	-5%	-6%	-13%	-6%
50	O=C(COc1ccc2c(c1)CCC2)NCc1ccccc1	65%[activator]	32%	-8%[59 µM]	-3%	0%	6%	-2%	13%	6%

3 entries from above, with two lines to a compound.
Second line of a record – HP1b binding inh | JMJD2A Tudor | G9a block | Pin1 inhibitor | BLM helicase inh | GLS inh | BAZ2B block | POLI inh | PGK inhibitor
33. Cc1noc(C)c1S(=O)(=O)N1CCC(C(=O)N2CCC(C)CC2)CC1
→ 44%[activator] | -1% | -22%[12.7 µM] | 0% | 1% | 1% | -10% | 7% | -16%
34. COC(=O)c1ccc(NC(=O)c2c(-c3ccccc3)c(-c3ccccc3)nn(C)c2=O)cc1
→ 3% | -20% | ? | -4% | 0% | 5% | -19% | 24% | -3%
35. Cc1cc(C)c(OCCN2CCOCC2)c(Cl)c1
→ ? | 28µM* | 32µM* | 0% | 0% | 10% | ? | 14% | 5%

Source: PubChem BioAssay
